Source: PubChem (National Center for Advancing Translational Sciences (NCATS))
GALK inh – inhibitors of human galactokinase. P51570. Purified GALK, Kinase-Glo residual ATP luminescence. Potency, µM (titrated, usually from 57.5 µM), for inactives: at the highest dose activity change, negative = inhibition, most hits filed as inhibitors. actives 0.007% (n = 270,000). AID 1868; further: potency means the concentration at half of the fitted maximal effect; on the % scale 0 is the no-effect control and ±100 the full control effect
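GALK at 5 nM final was combined with compound, 35 uM ATP and 100 uM galactose in HEPES pH8.0 with MgCl2 and DTT. The reaction ran one hour at room temperature before luminescent ATP detection.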
Menin-MLL TR inh – menin-MLL binding inhibition, Texas Red mutant peptide; actives 0.23% (n = 270,000); O00255; Potency, µM (top dose mostly 61.6 µM), inactives show top-dose FP activity change, negative = inhibition, hits mostly inhibitors; Menin + Texas Red MLL mutant peptide, fluorescence polarization; active means well fitted inhibition curve with a large enough effect in the polarisation, with a control signal flat, not every such curve was filed as active; inconclusive means small, poorly fitted or top-dose-only effect, or effect the other way, or a change in a side signal; inactive means no such curve, though single readings can be large or run the other way; the % refers to the polarisation; further: potency means the concentration at half of the fitted maximal effect; % of control where 0% means no effect; many of its hits are not listed in these tables
Target sequence (O00255 whole entry, looked up): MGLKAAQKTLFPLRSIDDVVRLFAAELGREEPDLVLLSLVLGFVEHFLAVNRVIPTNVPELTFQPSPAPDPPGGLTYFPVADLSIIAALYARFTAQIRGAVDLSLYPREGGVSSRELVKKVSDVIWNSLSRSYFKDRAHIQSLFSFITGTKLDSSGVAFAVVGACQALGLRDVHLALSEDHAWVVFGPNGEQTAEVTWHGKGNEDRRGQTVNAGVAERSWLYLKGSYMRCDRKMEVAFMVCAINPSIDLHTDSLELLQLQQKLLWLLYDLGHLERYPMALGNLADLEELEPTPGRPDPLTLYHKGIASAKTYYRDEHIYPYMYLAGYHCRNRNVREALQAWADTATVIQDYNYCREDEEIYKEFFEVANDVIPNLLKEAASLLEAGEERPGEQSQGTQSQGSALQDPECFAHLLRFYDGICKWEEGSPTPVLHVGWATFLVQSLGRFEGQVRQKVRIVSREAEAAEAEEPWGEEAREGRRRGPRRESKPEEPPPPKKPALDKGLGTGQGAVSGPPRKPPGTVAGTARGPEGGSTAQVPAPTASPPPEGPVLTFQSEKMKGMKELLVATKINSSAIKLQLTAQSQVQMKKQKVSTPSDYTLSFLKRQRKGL
Coupling enz – coupling enzyme interference in Giardia aldolase counter-screen. coupling enzyme system counterscreen, AmpLite Red fluorescence. activity change, negative = inhibition, % at 58.2 µM, hits read low. actives 0.67% (n = 290,000); in the data active means activity change below about -30%; further: on the % scale 0 is the no-effect control and ±100 the full control effect
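Counterscreen of the coupled detection system alone, without aldolase: glyceraldehyde-3-phosphate coupling enzymes plus AmpLite Red readout. Compounds at 57.5 uM final, 10 min RT preincubation, 20 min RT reaction, fluorescence 525/598 nm.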
PTAP TSG101 blk – blocks PTAP/TSG101 interaction to inhibit HIV-1 budding; Fluorescence polarization, FITC-PTAP peptide / Tsg101 binding; 340,000 tested, under 10 active; Potency, µM (highest dose often 115 µM), without a hit: at the top dose activity change, negative = inhibition, usual class: inhibitors; AID 493005; Q99816; active means well fitted inhibition curve with a large enough effect in the main read-out, with a control signal flat, not every such curve was filed as active; inconclusive means small, poorly fitted or top-dose-only effect, or effect the other way, or a change in a side signal; inactive means no such curve, though single readings can be large or run the other way; further: potency means the concentration at half of the fitted maximal effect; % of control where 0% means no effect
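Tsg101 binding domain (10 uM final) was mixed with compound and a FITC-labeled PTAP peptide (50 nM final) in HEPES pH 7.5 buffer with NaCl, Tween 20, EDTA and TCEP; fluorescence polarization was read after 20 min at r.t.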
Tb PFK block – blocks T. brucei phosphofructokinase | actives 0.17% (n = 330,000) | T. brucei PFK, ADP-Glo luminescence | AID 485367 | Potency, µM (highest dose often 57.5 µM), inactives show top-dose activity, negative = inhibition, most hits filed as inhibitors | O15648;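 further: potency means the concentration at half of the fitted maximal effect; 0% = uninhibited 1x PFK enzyme wells and -100% = no-enzyme wells; nearly all actives have a fitted effect of over 60% in size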
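Compounds were pin-transferred as a titration series up to 57 uM into substrate buffer (0.5 mM F6P, 0.1 mM ATP, pH 8.0), then 1.25 nM PFK was added and reactions ran 45 min before ADP-Glo detection.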
BCR signal inh – inhibitors of chronic active B-cell receptor signaling | ABC-DLBCL IkBa-CBG/CBR reporter, luminescence ratio, 4 h | Potency, µM (top dose mostly 46.1 µM), without a hit: top-dose ratio change, negative = lower green/red ratio, most hits filed as inhibitors | actives 0.05% (n = 340,000) | AID 493014; active means well fitted inhibition curve with a large enough effect in the signal ratio, with a control signal flat, not every such curve was filed as active; inconclusive means small, poorly fitted or top-dose-only effect, or effect the other way, or a change in a side signal; the % refers to the signal ratio;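 further: potency means the concentration at half of the fitted maximal effect; plate controls were basal doxycycline-induced cells for no effect and cells given 10 µM MG132 for full effect; MG132 reads +100%, hits lower the ratio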
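Cell line TMD8 (human ABC DLBCL), stably expressing tet-inducible CBG68-IkBa fusion and CBR; IMDM/0.5% FBS; cpd up to 46 uM; dox induction, 4 h, 37C/5% CO2; dual luminescence; green/red ratio; MG132 control.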
B2AR arrestin – recruits beta-arrestin to the human beta2-adrenergic receptor; P07550; beta-arrestin recruitment to beta2AR, cell-based reporter; Potency, µM (doses to about 46.1 µM), for the others: at the top dose activation, usual class: activators; actives 0.02% (n = 330,000);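 further: potency means the concentration at half of the fitted maximal effect; 0% = DMSO controls and full agonism = EC100 isoproterenol or metaproterenol; nearly all actives have a fitted effect of over 65% in size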
Target sequence (P07550 whole entry, looked up): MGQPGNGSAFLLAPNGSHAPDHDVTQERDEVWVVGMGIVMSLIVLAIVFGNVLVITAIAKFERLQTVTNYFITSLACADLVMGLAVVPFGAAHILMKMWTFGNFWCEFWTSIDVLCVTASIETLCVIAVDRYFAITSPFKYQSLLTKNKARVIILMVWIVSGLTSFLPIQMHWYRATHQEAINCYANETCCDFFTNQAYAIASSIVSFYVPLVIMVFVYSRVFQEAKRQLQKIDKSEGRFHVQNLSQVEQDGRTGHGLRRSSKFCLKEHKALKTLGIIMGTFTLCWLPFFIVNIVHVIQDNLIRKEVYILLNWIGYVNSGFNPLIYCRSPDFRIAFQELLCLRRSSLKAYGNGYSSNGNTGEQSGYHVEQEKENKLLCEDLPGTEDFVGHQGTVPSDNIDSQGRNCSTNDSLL
PKM2 act – increases activity of human pyruvate kinase M2; P14618; purified PKM2, Kinase-Glo ATP luminescence, activation; response scale: 0% is enzyme alone, no compound; Potency, µM (doses to about 57.5 µM), inactives show at the highest dose activation, usual class: activators; actives 0.34% (n = 260,000); further: potency means the concentration at half of the fitted maximal effect; on the % scale 0 is the no-effect control and ±100 the full control effect; nearly all actives have a fitted effect of over 55% in size
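Purified hPK-M2 (>95%) run at intermediate activity with 0.1 mM ADP and 0.5 mM PEP in 50 mM imidazole pH 7.2, KCl, MgCl2; 1 h room temperature. ATP formed read by Kinase-Glo luminescence; normalized to uninhibited and no-enzyme controls.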
Giardia kill – Giardia lamblia killing; Giardia lamblia trophozoite viability; activity change, % at 7.66 µM, hits read low; actives 0.15% (n = 340,000); in the data active means activity change below about -80%; inconclusive means between about -30% and that limit;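 further: parasites exposed to compound for two days anaerobically before the ATP read; on the % scale 0 is the no-effect control and ±100 the full control effect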
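Viability, read as ATP luminescence: trophozoites at 100 cells/well, compound added, 48 hrs anaerobic at 37 deg C, then 15-30 min room-temperature development before reading.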
Integrin act MD – integrin-mediated muscular dystrophy alleviation activation | AID 624291 | actives 0.064% (n = 350,000) | Potency, µM (titrated, usually from 38.3 µM), inactives show at the highest dose activation, most hits filed as activators | alpha7betagal myoblasts, beta-gal FDG fluorescence, 48 h;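 further: potency means the concentration at half of the fitted maximal effect; 100% = response of the positive control SU9516; nearly all actives have a fitted effect of over 60% in size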
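alpha7betagal+/- myoblasts (passage 13, 250/well) treated 48 h at 37C with compounds at 1:260 dilution of DMSO stock. Lysed, then beta-galactosidase activity read as FDG fluorescence (ex 480/em 540) after 30 min, with pre-read for autofluorescence.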
S-ASM inh – blocks human secretory acid sphingomyelinase; P17405; placental ASM, HMU-PC fluorogenic substrate, 60 min; Potency, µM (titrated, usually from 57.5 µM), inactives show at the top dose activity change, negative = inhibition, actives largely listed as inhibitors; actives 0.006% (n = 340,000); further: potency means the concentration at half of the fitted maximal effect
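HMU-PC0 cleavage (9 uM final) by human placental ASM, 60 min at 37 °C following 10 min compound exposure at RT; stopped at pH 10, fluorescence Ex 386/Em 447 nm.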
* marks the source's active call; other numbers are inactive results; u = inconclusive; x = not tested or not shown; [ ] = another dose, or the depositor's remark. Unless noted, the call rests on the fitted dose curve; in most records, active means well fitted curve in the direction sought with a large enough effect; inconclusive means small, poorly fitted or top-dose-only effect, or another doubt; inactive means no such curve, though single readings can be large; an effect the other way counts as inactive or inconclusive. A portion of the library, so the mix of outcomes need not match the whole.

SMILES	GALK inh	Menin-MLL TR inh	Coupling enz	PTAP TSG101 blk	Tb PFK block	BCR signal inh	B2AR arrestin	PKM2 act	Giardia kill	Integrin act MD	S-ASM inh
COc1ccc(C(C)(C)C)cc1NC(=O)CCn1[nH]c(=O)ccc1=O	x	x	x	-6%	0%	-12%	0.3%	x	25	0%	5%
O=C(NC1(C(F)(F)F)NC(=O)N(c2ccc(F)cc2)C1=O)c1ccncc1 (stereo not given)	1%	-17%	4	0%	-3%	5%	-0.5%	1%	-21	-9%	0%
CCOC(=O)N1CCN(CCC(=O)Nc2ccc(C)cc2)CC1	-3%	x	0	-4%	-5%	-15%	0.1%	-6%	-5	-1%	3%
CCC1Oc2ccccc2N(CC(=O)NCCCN2CCC(C)CC2)C1=O (stereo not given)	2%	-5%	0	-1%	-5%	-1%	0.2%	3%	-4	0%	5%
COc1ccc(NC(=O)C(NCC(C)C)c2ccccc2)cc1Cl (stereo not given)	-1%	-14%	-6	-1%	-9%	-8%	0.1%	-3%	2	-10%	0%
Cc1noc(C)c1NC(=O)Nc1ccc2c(c1)C(=O)N([C@H](C)CO)C[C@H](C)[C@@H](CN(C)S(=O)(=O)c1c(C)noc1C)O2	x	x	x	-7%	0%	-1%	0.0%	x	-27	-7%	-1%
NS(=O)(=O)c1cccc(NC(=O)COC(=O)CNC(=O)c2ccc(-c3ccccc3)cc2)c1	x	x	x	-4%	1%	u	0.0%	x	-7	-25%	-10%
Cc1c(C)c2c(OCC(=O)N3CCC[C@H]3C(=O)O)cc3c(c2oc1=O)CCC(C)(C)O3	x	1%	-3	-5%	0%	-1%	0.0%	-1%	1	14%	163%[activator]
Cc1cc(C)c(S(=O)(=O)Nc2cnc3ccccc3c2)c(C)c1	14%	-9%	0	-4%	2%	0%	0.1%	1%	-5	0%	3%
O=C(CNC(=O)c1ccccc1F)NCCc1ccccc1F	x	x	x	-1%	-9%	u	-0.1%	x	-2	13%	2%
C/C(=N\N1C(=O)CSC1=S)c1ccc(Br)cc1	9%	-9%	1	1%	30%	0%	0.4%	1%	11	-2%	-5%
CCOC(=O)c1c(S(=O)(=O)NCC2CCN(Cc3cccc(F)c3)CC2)c(C)n(C)c1C	-1%	-4%	1	-3%	2%	-20%	-0.1%	x	-1	1%	2%
COC(=O)c1ccc2c(c1)C(C)(C)C(/C=C/c1ccc(OC)c(OC)c1OC)=[N+]2C	-1%	u	x	0%	0%	-1%	-0.3%	25%	0	-62%[inhibitor]	35%[activator]
N/C(=N\OC(=O)c1cccs1)c1ccccc1	4%	3%	0	-1%	u	u	4.4%	-44%	-20	18%	1%
COc1ccc(OCCCC(=O)NNC(=O)CCN2CCN(c3ccccc3)CC2)cc1	5%	-6%	4	-3%	3%	-2%	-0.9%	0%	8	-6%	3%
O=C(NC(=S)Nc1ccc2[nH]c(=O)[nH]c2c1)c1ccccc1Cl	-2%	x	x	0%	-8%	0%	0.1%	10%	-11	-6%	-3%
COC(=O)c1c(C)[nH]c(C)c1-c1cccc([N+](=O)[O-])c1	0%	42%[activator]	0	-3%	-4%	-13%	-0.1%	4%	14	5%	-1%
COC(=O)CNC(=O)/C=C/c1cc(Br)ccc1OC	-2%	-2%	0	-4%	-3%	13%	0.0%	-2%	12	19%	-3%
C=C(c1ccc(OC)cc1)c1ccc(OC)cc1	0%	-6%	1	-1%	-2%	19%	0.0%	-1%	25	-16%	-4%
O=C(O)COCC(=O)NCc1csc2ccccc12	0%	x	9	-1%	2%	5%	-0.2%	1%	4	6%	-4%
Cc1ccc(S(=O)(=O)Cc2ccc(C(=O)NCc3ccc4c(c3)OCO4)o2)cc1	0%	u	6	-3%	u	3%	0.3%	23%	-12	18%	-4%
CCC(=O)NCCc1cc2ccc(C)cc2[nH]c1=O	2%	20%	1	-1%	-10%	3%	3.3%	-15%	-20	-4%	2%
COc1ccc(-c2nc(-c3cccs3)c(-c3cccs3)[nH]2)cc1OC	-3%	u	-2	-3%	2%	u	-0.3%	-1%	-11	-5%	16%
CSc1nc(-c2ccccc2)nc(NC(=O)c2ccccc2)c1C(C)=O	10%	7%	5	-4%	3%	u	0.5%	3%	u	-2%	-1%
O=S(=O)(NCc1cccnc1)c1ccc(Cl)c(Cl)c1Cl	7%	-1%	0	1%	-3%	-1%	-0.4%	u	-1	18%	1%
O=C(NC1CCCc2ccccc21)c1ccc(=O)[nH]c1 (stereo not given)	x	7%	-1	1%	-3%	-8%	-0.2%	-11%	5	15%	0%
CC(=O)Nc1ccc(S(=O)(=O)N2CCN(C(=O)Cc3ccccc3)CC2)cc1	0%	0%	5	0%	-3%	-1%	-0.7%	5%	-9	-16%	4%
O=C(c1ccccc1)N1CCN(C(=S)NCc2ccc3c(c2)OCO3)CC1	-2%	11%	-3	-7%	-10%	-1%	-0.2%	-9%	-20	-10%	6%
O=[N+]([O-])c1ccccc1S(=O)(=O)N1CCN(c2ccc(F)cc2)CC1	0%	10%	5	-3%	0%	6%	0.0%	0%	8	8%	-3%
O=S(=O)(c1ccccc1)c1nc(-c2cccc(Cl)c2)oc1N1CCOCC1	-9%	x	x	-2%	6%	2%	-0.5%	-3%	23	-2%	-8%
Cc1ccc(N2Cc3ccccc3C2=S)cc1	1%	15%	0	-5%	11%	u	-0.6%	-25%	-22	-17%	0%
Cc1ccc(-n2ncc3c2ncn2c(C)nnc32)cc1C	-2%	-9%	0	-3%	-1%	9%	0.3%	-4%	4	7%	0%
CC1=C(C(=O)N(C)Cc2ccccc2)C2(CCC(C)CC2)OC1=O (stereo not given)	-2%	-20%	-4	0%	6%	-3%	-0.4%	-6%	-22	-20%	-2%
CCOC(=O)Cc1n[nH]c(=O)c2ccccc12	0%	5%	1	-5%	0%	u	-0.3%	1%	-4	-10%	3%
c1cc(CN2CCN(C3CCCCCC3)CC2)ccn1	0%	u	-23	-4%	-23%	1%	0.0%	14%	-3	24%	-1%
CC(C(=O)N1CCOCC1)N1C(=O)C2C3CC(C(Br)C3Br)C2C1=O (stereo not given)	0%	1%	3	0%	4%	-2%	-0.4%	12%	-1	-2%	0%
CCC(=O)c1cn(CC(=O)Nc2ccc(C)cc2)c2ccccc12	-2%	u	0	1%	1%	-7%	0.4%	6%	-5	13%	0%
CCN(CC(=O)Nc1ccccc1C(=O)OC)S(=O)(=O)c1ccccc1	-2%	-17%	-5	-2%	-4%	u	-0.5%	-17%	2	9%	0%
N#Cc1ccsc1NC(=O)CCN1CCN(C(c2ccccc2)c2ccccc2)CC1	1%	6%	-3	-2%	0%	u	0.1%	4%	-15	u	-2%
NS(=O)(=O)c1ccc(CCNC(=O)CCCOc2ccccc2)cc1	0%	-1%	-1	0%	0%	-1%	-1.0%	-12%	24	14%	5%
O=C(CSc1c2c(nc3ccc(Cl)cc13)CCCC2)NCc1ccco1	-1%	-8%	-2	-7%	2%	u	0.4%	11%	-5	-43%[inhibitor]	-2%
C=C(C)COc1ccc(-c2nc(N)ncc2-c2ccc(Cl)cc2)c(O)c1	-2%	80%[activator]	-3	-4%	9%	u	-0.1%	x	3	-39%	-10%
O=C(Nc1ccccc1)C1CCCN(S(=O)(=O)c2ccc(-n3cnnn3)cc2)C1 (stereo not given)	-3%	1%	0	-2%	3%	-1%	-0.2%	0%	-10	-7%	-1%
Cc1ccc(-n2c(O)c(/C=N/NC(=O)C3COc4ccccc4O3)c3ccccc3c2=O)cc1 (stereo not given)	0%	u	5	11%	4%	11%	-0.7%	1%	17	-13%	32%
O=C(C1CCN(S(=O)(=O)c2ccccc2F)CC1)N1CCN(Cc2ccc3c(c2)OCO3)CC1	x	x	x	-6%	11%	-4%	-0.9%	x	22	14%	0%
Cc1ccc(S(=O)(=O)c2nc(S(C)(=O)=O)sc2N2CCCCC2C)cc1 (stereo not given)	2%	x	x	-3%	-9%	u	0.1%	x	-19	-51%[inhibitor]	-4%
CCOc1cc(C(=O)NCc2ccncc2)cc(OCC)c1OCC	-4%	-2%	7	x	-3%	-7%	-0.3%	8%	8	2%	0%
COCCCn1c(CCC(=O)O)ccc1-c1cccs1	-1%	-1%	4	-2%	-3%	6%	-0.3%	13%	1	-15%	x
